# Assay outcomes from PubChem.
# CRFBP-R2 agonist: agonists of CRF-BP/CRF-R2 complex, primary screen, cell-based, HEK293, calcium dye fluorescence, uHTS | activation, % at 13.2 µM | CRF-binding protein / CRF receptor 2 complex (human) | 0.46% of 350,000 active | calcium dye fluorescence (FLIPR); percent of saturating CRF peptide response;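 active means activation of at least 50%, plus an integration ratio under a set limit after plate pattern correction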;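 further: plate controls were neutral control wells without compound for no effect and CRF at EC100 for full effect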
# M5 ag: human M5 muscarinic receptor agonists, primary screen, CHO-K1 cells, Fluo-8 calcium fluorescence; CHO-K1 hM5 cells; 0% DMSO wells, 100% maximal acetylcholine response; activation, % at 3 µM; 0.19% of 360,000 active; Muscarinic acetylcholine receptor M5 (Homo sapiens), P08912; AID 624037, 2012;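 active means activation above the run's mean over test compounds plus 3 SD, cut at about 23% in these data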;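 further: signal is peak over basal fluorescence ratio across the kinetic read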
# M4 ag: human M4 muscarinic receptor agonists, primary screen, CHO-K1 cells, Fluo-8 calcium fluorescence; Muscarinic acetylcholine receptor M4 (Homo sapiens), P08173; CHO-K1 hM4/Gqi5; vehicle 0%, full acetylcholine response 100%; activation, % at 3 µM; 0.14% of 360,000 active;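 active means activation above the run mean over all test wells plus 3 SD, cut at about 32% in these data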;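 further: peak over basal fluorescence ratio per well then scaled between controls; 0% = DMSO wells and 100% = acetylcholine at EC100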
# Target sequence (P08173 whole entry, looked up): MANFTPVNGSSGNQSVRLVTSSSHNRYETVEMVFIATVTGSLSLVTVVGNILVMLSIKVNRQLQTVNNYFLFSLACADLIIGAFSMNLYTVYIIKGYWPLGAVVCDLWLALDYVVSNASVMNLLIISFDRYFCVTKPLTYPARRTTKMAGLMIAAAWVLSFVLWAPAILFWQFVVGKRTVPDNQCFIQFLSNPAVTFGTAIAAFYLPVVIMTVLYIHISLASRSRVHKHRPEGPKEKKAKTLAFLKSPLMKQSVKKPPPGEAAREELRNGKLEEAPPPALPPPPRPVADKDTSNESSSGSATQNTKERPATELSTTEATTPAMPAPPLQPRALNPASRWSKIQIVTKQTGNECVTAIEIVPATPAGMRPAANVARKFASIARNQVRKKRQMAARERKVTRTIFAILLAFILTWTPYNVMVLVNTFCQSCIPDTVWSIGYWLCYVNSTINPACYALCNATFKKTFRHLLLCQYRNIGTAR
# CHRM1 PAM: human M1 muscarinic receptor positive allosteric modulators, primary screen, CHO-K1 cells, Fluo-8 calcium fluorescence, 1536-well; Muscarinic acetylcholine receptor M1 (Homo sapiens), P11229; CHO-K1 hM1, ACh EC20; 0% = ACh EC20, 100% = maximal ACh; activation, % at 3 µM; 0.088% of 360,000 active; AID 588819, 2011; in the data active means activation above about 19%, passing the limit was not always enough
# Target sequence (P11229 whole entry, looked up): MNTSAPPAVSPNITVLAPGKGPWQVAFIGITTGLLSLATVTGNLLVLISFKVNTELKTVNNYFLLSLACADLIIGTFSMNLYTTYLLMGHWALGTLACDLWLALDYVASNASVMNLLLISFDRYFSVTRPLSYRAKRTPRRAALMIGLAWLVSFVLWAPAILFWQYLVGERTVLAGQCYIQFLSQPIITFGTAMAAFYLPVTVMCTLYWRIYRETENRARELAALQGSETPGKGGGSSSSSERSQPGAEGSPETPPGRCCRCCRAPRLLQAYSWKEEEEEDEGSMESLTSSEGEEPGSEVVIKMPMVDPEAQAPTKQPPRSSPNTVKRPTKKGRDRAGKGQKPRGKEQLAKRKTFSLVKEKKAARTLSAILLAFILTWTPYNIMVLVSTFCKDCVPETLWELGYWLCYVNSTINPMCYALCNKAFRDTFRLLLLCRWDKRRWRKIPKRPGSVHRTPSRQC
# M1 antag: human M1 muscarinic receptor antagonists, primary screen, CHO-K1 cells, Fluo-8 calcium fluorescence, 1536-well | CHO-K1 hM1, ACh EC80 antagonist | inhibition, % at 3 µM | 1.3% of 360,000 active | AID 588852, 2011;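 active means percent inhibition above its own plate's cutoff, namely the mean of that plate's compound wells plus 3 SD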;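 further: peak over basal fluorescence ratio during 140 s after agonist addition; 0% = ACh EC80 plus DMSO and 100% = DMSO alone without agonist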
# M5 PAM: human M5 muscarinic receptor positive allosteric modulators, primary screen, CHO-K1 cells, Fluo-8 calcium fluorescence; 0.3% of 360,000 active; AID 624038, 2012; Muscarinic acetylcholine receptor M5 (Homo sapiens), P08912; activation, % at 3 µM; CHO-K1 hM5, ACh EC20 PAM; 0% = ACh EC20, 100% = ACh EC100;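 active means activation above the run cutoff, the mean activation of all test compounds plus 3 SD, cut at about 18% in these data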
#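 Replicates: One well per compound, no replicates | System: Human M5 receptor in CHO-K1 cells | Benchmarks: Low control EC20 acetylcholine (0%), high control EC100 acetylcholine (100%) | Probe or stimulus: Acetylcholine, EC20 level | Times: Fluo-8 loading 80 min at 37 °C plus 30 min room temperature | Signal: Intracellular calcium via Fluo-8 fluorescence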
# M5 antag: human M5 muscarinic receptor antagonists, primary screen, CHO cells, Fluo-8 calcium fluorescence. Muscarinic acetylcholine receptor M5 (Homo sapiens), P08912. CHO-hM5 cells, ACh EC80. inhibition, % at 3 µM. 0.59% of 360,000 active. AID 624040, 2012;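 active means inhibition above a per-plate cutoff, the mean of that plate's test compounds plus 3 SD, cut at about 27% in these data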;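 further: 0% = acetylcholine EC80 with DMSO and 100% = DMSO without agonist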
# M4 PAM: human M4 muscarinic receptor positive allosteric modulators, primary screen, CHO-K1 cells, Fluo-8 calcium fluorescence | Muscarinic acetylcholine receptor M4 (Homo sapiens), P08173 | CHO-K1 hM4/Gqi5, ACh EC20; 0% = ACh EC20, 100% = maximal ACh | activation, % at 3 µM | 0.4% of 360,000 active;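 active means activation above its plate's cutoff, the mean activation of sample wells plus 3 SD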; further: some results filed as inactive read as strong as hits
# CHRM4 antagonist: human M4 muscarinic receptor antagonists, primary screen, CHO cells, Fluo-8 calcium fluorescence; Muscarinic acetylcholine receptor M4 (Homo sapiens), P08173; CHO-hM4 cells, ACh EC80; inhibition, % at 3 µM; 0.73% of 360,000 active;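 active means inhibition above its plate's cutoff, the mean inhibition of sample wells plus 3 SD, cut at about 27% in these data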;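 further: 0% = acetylcholine EC80 with DMSO and 100% = DMSO without agonist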
# The depositor's hits bear a star; · = not tested or not shown.
Compound	CRFBP-R2 agonist	M5 ag	M4 ag	CHRM1 PAM	M1 antag	M5 PAM	M5 antag	M4 PAM	CHRM4 antagonist
O=C1CC(c2cc([N+](=O)[O-])ccc2Cl)c2c(ccc3ccccc23)N1 (stereo not given)	-1.4	-3	0	9	-12	-2	-2	-4	-11
COc1ccc(CN2C(=O)c3cccnc3C2=O)cc1S(=O)(=O)N1CCCCC1	0.1	0	2	8	4	10	-14	3	-5
Cc1nnc2ccc(-c3ccc(NC(=O)c4ccco4)cc3)nn12	1.2	-3	2	1	-6	-4	8	-4	-1
COCCNC(=O)CN1C(=O)CSc2ccc(S(=O)(=O)N3CCOCC3)cc21	0.0	-3	1	2	-4	-1	-8	2	-13
Cc1cccc(Cc2nnc(CCC(=O)N3CCCCC3c3nccs3)o2)c1 (stereo not given)	-3.6	-1	2	9	-5	5	-2	15	-9
CCOC(=O)c1ccccc1NC(=O)c1ccc2c(=O)n3c(nc2c1)CCCCC3	-1.4	-1	2	14	-25	-4	7	7	-9
C#CCOCCOCCOCCNc1nc(N2CCN(C(=O)Cn3cc(CCCN=C(N)N)nn3)CC2)nc(N2CCN(C(=O)[C@H](CCCCN)n3cc(CCC(=O)O)nn3)CC2)n1	3.1	1	-1	8	-7	-3	8	5	-2
CCN(CC)CCN(C(=O)c1cc(Cl)sc1Cl)c1nc2cc3c(cc2s1)OCO3	-0.2	-7	0	-21	84*	-6	2	-11	16
O=C(CSCCNS(=O)(=O)c1ccccc1)Nc1ccccc1	-3.4	-2	2	-4	9	-2	-5	-4	3
CC(C)(C)NC(=O)C(c1ccc(F)cc1)N(CC1CCCO1)C(=O)c1csnn1 (stereo not given)	-1.9	-3	1	3	0	4	-3	-1	-3
COc1cc(/C=C(\C(=O)O)c2ccc(S(=O)(=O)N3CCCC3)s2)cc(OC)c1	-1.2	-1	0	3	-4	4	-2	1	4
O=C(Cc1ccc(Cl)c(Cl)c1)N/N=C/c1cccnc1	-0.4	-3	5	0	-3	-5	2	0	-2
Cc1ccc(/C=C/C(=O)N2CCN(c3ccc(F)cc3)CC2)o1	-3.6	-3	0	7	-6	-5	8	-4	3
CC(=O)N(C)c1ccc(NC(=S)Nc2ccc(C(C)C)cc2)cc1	0.3	2	2	10	-15	10	3	9	-8
CCCCNC(=O)C(NC(=O)c1cccnc1OC)C(=O)c1ccccc1 (stereo not given)	·	3	2	·	·	9	-6	3	-3
O=C(CSc1n[nH]c(-c2ccccc2Cl)n1)NCc1cccc(C(=O)O)c1	0.4	2	0	13	-17	4	9	9	-11
CC(C)(C)c1ccc(Oc2cccc(C3CC(=O)C(C4NCCc5ccccc54)C(=O)C3n3cncn3)c2)cc1 (stereo not given)	0.3	-2	-1	8	-27	5	-11	2	-1
CC(NC(=O)COC(=O)CCC(=O)c1ccc(F)cc1)c1ccccc1 (stereo not given)	-1.8	-1	2	15	-6	7	8	21	-4
CC(=O)Nc1nc2ccccc2n1Cc1ccc(Cl)cc1	-1.5	-5	3	0	-4	4	4	-16	9
CCOC(=O)[C@]12CCCC=C1N(Cc1ccc3c(c1)OCO3)C(=O)[C@H](CC(=O)NCc1cccc(C(F)(F)F)c1)C2	·	-3	2	·	·	-6	1	1	-17
CC1NC(C)c2c(ccc3ccccc23)O1 (stereo not given)	-0.2	6	2	12	-16	-1	-2	12	-8
CSc1nc(NC(C)C)nc(N2CCOCC2)n1	2.3	0	0	4	-23	1	3	8	-11
CC1(C)OC(C(O)(c2ccccc2)c2ccccc2)[C@@H](C(O)(c2ccccc2)c2ccccc2)O1 (stereo not given in full)	7.7	2	0	7	-7	6	-5	0	9
c1ccc(C2Nc3ccccc3Oc3ccccc32)cc1 (stereo not given)	-0.6	-2	-2	5	-19	-3	-6	-4	0
COC(=O)CSc1nc2cc(OC)ccc2cc1C#N	-0.8	0	1	7	0	2	-4	-1	4
CN(C)c1ccc(C2Nc3ccccc3C(=O)N2NS(C)(=O)=O)cc1 (stereo not given)	-1.8	-3	1	5	-8	-5	10	0	0
CSc1cccc(NC(=S)N2CCCN(Cc3ccccc3F)C2)c1	13	-9	9	-6	9	-9	15	-3	2
CC(=O)Nc1sc2c(c1C(c1ccc(Cl)cc1)N1CCOCC1)CCCC2 (stereo not given)	1.0	-14	0	4	-2	-13	2	-6	2
CC(=O)N1CCN(S(=O)(=O)c2ccc(C)cc2)C1C (stereo not given)	0.9	-3	0	6	-10	-2	11	3	-9
Cc1cc(NC(=O)CSc2nc(C)c(C)c(=O)[nH]2)no1	1.6	-3	0	2	0	0	-5	9	-12
CCNC(=O)C1CCCN1S(=O)(=O)c1ccc2ccccc2c1 (stereo not given)	0.1	-1	2	0	0	5	-24	14	-12
O=S(=O)(Nc1ccc(F)cc1)N1CCOCC1	-0.7	-2	1	5	0	-2	7	2	-1
O=C(Nc1nccs1)c1cccc2ccccc12	0.3	2	4	14	-17	-6	6	-3	2
C=CCc1cc(OC)ccc1OCCN1CC(C)OC(C)C1 (stereo not given)	0.6	6	0	-2	6	1	-2	-8	5
C=CCn1c(CCC(=O)O)ccc1-c1ccc(OC)cc1	0.5	2	0	1	-8	-3	5	8	-3
COc1ccc(CN2CCN(c3cccc(C)c3C)CC2)cc1OC	-0.8	-7	-1	2	-5	-12	19	-2	-3
O=C(Nc1ccc(Cl)cc1)Nc1nnc(CSCc2ccc(Cl)cc2)s1	-0.3	0	2	7	0	-1	0	11	1
Cc1nn2c(N3CCOCC3)cc(C(C)C)nc2c1-c1ccccc1	2.4	-1	9	9	-6	0	9	-2	-7
CC(=O)Nc1cccc(NC(=O)c2ccc(S(=O)(=O)NCc3ccco3)cc2)c1	-1.1	0	1	4	-1	5	-3	0	0
O=C(Nc1cc(C(=O)N2CCCC2)ccc1N1CCCC1)C1CC1	1.9	0	-1	0	-4	1	1	-2	1

# Brought forward from above: 3 compounds; new compounds follow.
Compound	CRFBP-R2 agonist	M5 ag	M4 ag	CHRM1 PAM	M1 antag	M5 PAM	M5 antag	M4 PAM	CHRM4 antagonist
Cc1nn2c(N3CCOCC3)cc(C(C)C)nc2c1-c1ccccc1	2.4	-1	9	9	-6	0	9	-2	-7
CC(=O)Nc1cccc(NC(=O)c2ccc(S(=O)(=O)NCc3ccco3)cc2)c1	-1.1	0	1	4	-1	5	-3	0	0
O=C(Nc1cc(C(=O)N2CCCC2)ccc1N1CCCC1)C1CC1	1.9	0	-1	0	-4	1	1	-2	1
O=C(Cn1c(-c2ccccn2)nc2ccccc21)N/N=C/c1ccccn1	0.1	0	15	-8	14	-17	11	-11	1
CC(C)CCN1CCC(CN2C(=O)C(=O)NC[C@@H]2CC(C)C)CC1	·	1	0	3	-1	1	3	-2	3
CCOC(=O)[C@]12CCCC=C1N(CCc1ccc(OC)c(OC)c1)C(=O)[C@H](CC(=O)NCc1ccc(C)o1)C2	·	6	12	·	·	-2	-8	-4	-7
O=c1[nH]c(/C(Cl)=C/c2cccc(F)c2)nc2cc(C(F)(F)F)ccc12	2.3	-1	0	2	8	5	3	-2	8
COc1cc(OC)cc(-c2c(-c3cccs3)c3cc(-c4cnc(N)nc4)ccc3n2C)c1	-3.4	4	0	5	-1	4	3	0	0
O=C(NCCc1ccccn1)c1cc2ccccc2o1	-0.2	2	1	1	3	-3	9	0	-2
CCCCCN(C(=O)NC(=O)Nc1ccccc1OC)S(C)(=O)=O	4.8	1	2	3	-24	-3	4	4	4
O=C(NC1CC1)C1CCN(c2ccc(S(=O)(=O)N3CCOCC3)cc2Cl)CC1	0.2	2	2	-3	12	6	-3	-6	9
COc1cc2c(cc1[N+](=O)[O-])-c1ccc([N+](=O)[O-])cc1C2=NNC(N)=S	-1.6	1	1	9	-17	-3	12	3	-7
O=C(CN(c1cccc(C(F)(F)F)c1)S(=O)(=O)c1ccc(Cl)c([N+](=O)[O-])c1)NCc1ccccc1Cl	-2.6	-5	0	-3	0	-9	22	-11	17
COc1cc2c(cc1OC)CN(C(=O)CN(C)S(=O)(=O)c1ccc(NC(C)=O)cc1)CC2	-0.6	-1	2	21	-11	0	14	-7	-7
COc1ccc(C=C2SC(=S)N(CCCC(=O)Nc3ccc(C(=O)O)c(O)c3)C2=O)cc1OC	·	4	0	9	-20	3	3	10	6
COc1ccc(N2CCN(c3ccc([N+](=O)[O-])cc3Cl)CC2)cc1	9.1	-1	2	0	-2	1	3	16	-12
O=C(/C=C/c1ccccc1[N+](=O)[O-])NCCCn1ccnc1	-3.0	-4	0	7	-10	6	-3	2	-9
O=C(OCC(=O)N1CCCCC1)c1c[nH]c2ccccc12	1.6	0	2	13	-7	1	9	5	0
CCN1CCCC1CNC1=NCCCCC1 (stereo not given)	0.1	0	1	0	0	-1	3	2	-4

# Among those listed so far, 7 have two or more sulfur atoms:
Compound	CRFBP-R2 agonist	M5 ag	M4 ag	CHRM1 PAM	M1 antag	M5 PAM	M5 antag	M4 PAM	CHRM4 antagonist
COCCNC(=O)CN1C(=O)CSc2ccc(S(=O)(=O)N3CCOCC3)cc21	0.0	-3	1	2	-4	-1	-8	2	-13
CCN(CC)CCN(C(=O)c1cc(Cl)sc1Cl)c1nc2cc3c(cc2s1)OCO3	-0.2	-7	0	-21	84*	-6	2	-11	16
O=C(CSCCNS(=O)(=O)c1ccccc1)Nc1ccccc1	-3.4	-2	2	-4	9	-2	-5	-4	3
COc1cc(/C=C(\C(=O)O)c2ccc(S(=O)(=O)N3CCCC3)s2)cc(OC)c1	-1.2	-1	0	3	-4	4	-2	1	4
CSc1cccc(NC(=S)N2CCCN(Cc3ccccc3F)C2)c1	13	-9	9	-6	9	-9	15	-3	2
O=C(Nc1ccc(Cl)cc1)Nc1nnc(CSCc2ccc(Cl)cc2)s1	-0.3	0	2	7	0	-1	0	11	1
COc1ccc(C=C2SC(=S)N(CCCC(=O)Nc3ccc(C(=O)O)c(O)c3)C2=O)cc1OC	·	4	0	9	-20	3	3	10	6
